High-throughput results from PubChem.
PI4K2A inh: qHTS for small molecular inhibitors of PI4K2A; Phosphatidylinositol 4-kinase type 2-alpha (Homo sapiens), Q9BTU6; purified PI4K2A, ADP-Glo luminescence, 1 h; active compounds read low; activity change, negative = inhibition, % at 76.9 µM; 420,000 tested, 0.13% active; in the data active means activity change below about -50%; inconclusive means mostly about -30% to -49%;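 further: -100% = wells without enzyme as full effect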
Target sequence (Q9BTU6 whole entry, looked up): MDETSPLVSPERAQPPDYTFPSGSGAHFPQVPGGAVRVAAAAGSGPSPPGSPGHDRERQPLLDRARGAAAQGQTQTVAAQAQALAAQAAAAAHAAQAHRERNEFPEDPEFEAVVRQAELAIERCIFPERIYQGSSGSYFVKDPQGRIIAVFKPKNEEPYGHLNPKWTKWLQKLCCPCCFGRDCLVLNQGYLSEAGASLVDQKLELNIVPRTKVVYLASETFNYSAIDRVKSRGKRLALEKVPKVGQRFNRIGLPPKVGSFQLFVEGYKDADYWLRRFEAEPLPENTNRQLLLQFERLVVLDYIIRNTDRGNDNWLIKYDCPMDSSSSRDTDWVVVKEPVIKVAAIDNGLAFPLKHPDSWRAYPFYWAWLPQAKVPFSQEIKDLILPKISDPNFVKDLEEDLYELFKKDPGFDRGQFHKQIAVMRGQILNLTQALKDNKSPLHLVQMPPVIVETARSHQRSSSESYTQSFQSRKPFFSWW
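In this quantitative HTS, ADP production by PI4K2A was quantified luminescently after 1 h at ambient temperature; 100 microM adenosine served as plate-quality control.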
An asterisk follows results filed as active; ? = inconclusive. These rows are one share of the data; rates above refer to the full screens.

PI4K2A inh | SMILES
-0.3 | CCOC(=O)CC[C@H]1CC[C@]2(CCCN(C(=O)c3cccnc3)C2)O1
-2.7 | COc1ccc(C2=Nc3ccccc3N(C(=O)c3ccc(C)cc3)C2C(=O)NCc2ccccc2)cc1 (centres undefined)
5.8 | COC(=O)[C@H](C(C)C)N1Cc2nnn(Cc3ccccc3)c2C=CS1(=O)=O
1.9 | S=c1[nH]nc(-c2cc(-c3ccccc3)n[nH]2)n1N=Cc1cccc(Oc2ccccc2)c1
2.3 | O=C(OC12CCCN(C1)/C(=C/c1ccncc1)C2)c1ccc(Cl)cc1 (centres undefined)
1.0 | CCCn1c(NC(=O)c2ccccc2)nc(Cc2ccccc2)c1Cc1ccccc1
-4.6 | FC(F)(F)c1ccc(Cn2ccc3ccc(-c4ccc5ccn(Cc6ccc(C(F)(F)F)cc6)c5c4)cc32)cc1
-2.3 | O=C1CC(c2ccc3c(c2)OCO3)N=C2N(CC3CC3)C/C(=C/c3ccccc3)N12 (centres undefined)
-1.4 | COc1ccc(CC2CCN(c3ncnc4sccc34)CC2)cc1
-0.5 | COC(=O)[C@]12CCCCC=C1N(Cc1ccc3c(c1)OCO3)C(=O)[C@H](CC(=O)N1CCN(C(=O)c3ccco3)CC1)C2
-2.6 | CCOC(=O)[C@]12CCCC=C1N(Cc1ccc(OC)cc1)C(=O)[C@@H]2CC(=O)N1CCSCC1
8.5 | CCOC(=O)[C@@]12CCC3=C1N(CCC3)C(=O)[C@H](CC(=O)N1CCN(C(=O)C3CC3)CC1)C2
-4.3 | Cc1cc(C)cc(NC(=O)OC2CCC23CCCCC3)c1 (centres undefined)
-8.2 | c1coc(-c2nnc3n2N=C(c2ccc4ccccc4c2)CS3)c1
0.4 | O=C(CSc1nnc(-c2cccnc2)n1Cc1ccco1)Nc1ccc(Cl)c(Cl)c1
-1.0 | CCOC(=O)[C@@]12CN(C(=O)OC(C)(C)C)CC=C1N(Cc1ccc(OC)cc1)C(=O)[C@H]2CC(=O)NCC12CC3CC(CC(C3)C1)C2
-1.5 | Cc1ccc(OC[C@@H](O)CN2CCC(C(O)(c3ccccc3)c3ccccc3)CC2)cc1
-3.4 | COC(=O)[C@@]12C[C@@H](CC(=O)N3CCOCC3)C(=O)N(Cc3ccc4c(c3)OCO4)C1=CCC(C)(C)C2
-3.6 | COC(=O)[C@@]12C[C@@H](CC(=O)N3CCC(c4ccccc4)CC3)C(=O)N(Cc3ccc4c(c3)OCO4)C1=CCC(C)(C)C2
2.0 | O=C(OCc1cn(Cc2ccc(C(F)(F)F)cc2)nn1)N1CCOCC1
-1.1 | CCCC/C=C1/[C@H](c2ccccc2)N(C)C2=N[C@@H](c3ccccc3)CC(=O)N21
-1.0 | CCCCOC(=O)CC(CC(=O)OCCCC)(OC(C)=O)C(=O)OCCCC
-4.5 | COC(=O)[C@]12C[C@H](CC(=O)NCC3CCCCC3)C(=O)N(Cc3ccc(Cl)cc3Cl)C1=C[C@H](C1CCCC1)O[C@@H]2C
-4.4 | CCCc1c(-c2cccc(Br)c2)ncn1Cc1cccc(-c2ccccc2)c1
-5.3 | C(=N\Nc1nncc2ccccc12)/c1cccnc1
-6.2 | CCOC(=O)O[C@]1(C(=O)OCCl)CC[C@H]2[C@@H]3CCC4=CC(=O)C=C[C@]4(C)[C@H]3[C@@H](O)C[C@@]21C
-0.9 | COc1ccc(Cl)cc1S(=O)(=O)N1CCN(C(=O)CSc2nc3ccccc3nc2N2CCCC2)CC1
-2.0 | COC(=O)C(CN)CN1C(=O)c2ccccc2C1=O (centres undefined)
1.4 | Clc1ccc(-n2c(SCc3cccc4ccccc34)nnc2-c2cccnc2)cc1
0.2 | COc1ccc(C=Nn2c(-c3ccccc3F)n[nH]c2=S)cc1OCc1ccccc1
-1.7 | COc1ccc(-c2c(C(=O)c3ccccc3)[nH]c(N)c2C(=O)c2c[nH]c3ccccc23)cc1OC
-3.9 | COC(=O)c1cc(-c2c(C)noc2C)c(=O)n2c1CCC2
-2.3 | C/C(=N\NC(=O)CSc1nnc(-c2ccccc2)n1-c1ccc(C)cc1)c1ccc(-c2ccccc2)cc1
-4.6 | O=C(NC1CCCCN(Cc2ccc(Cl)cc2)C1=O)c1cccc(C(F)(F)F)c1 (centres undefined)
-3.2 | CCC[C@H](/C=C/C(=O)OC(C)(C)C)Sc1ccc(OC)cc1
-2.4 | CCC[C@H]1[C@@H](NC(=O)C2CCCCC2)CC[C@@]23CCCN2C(=O)CCC[C@@H]13
-2.7 | O=C1CC(c2ccc3c(c2)OCO3)N=C2N(Cc3ccc4c(c3)OCO4)C/C(=C/c3ccccc3)N12 (centres undefined)
3.0 | COC(=O)C[C@@H]1CC[C@H]2[C@@H](COc3ccc(NC(=O)Nc4cccc(F)c4)cc3C(=O)N2C)O1
-2.9 | COc1ccc(NC(=O)C(c2ccncc2)n2c(=O)c(-c3cc4ccccc4[nH]3)nc3ccccc32)cc1 (centres undefined)
1.0 | CCCCCCCCCCCCOCCO
-5.2 | COC(=O)[C@@]12C[C@@H](CC(=O)NCCCN3CCCC3=O)C(=O)N(Cc3ccco3)C1=CCC(C)(C)C2
-3.2 | N#Cc1ccc(C(C(=O)NCc2ccccc2)n2c(=O)c(-c3ccco3)nc3ccccc32)cc1 (centres undefined)
-0.8 | COc1cccc(C(=O)C(=O)N2CCN(C(=O)OCc3ccccc3)CC2)c1
-1.4 | Nc1ccn([C@@H]2O[C@H](CO)[C@@H](O)C2(F)F)c(=O)n1
-3.7 | COC(=O)C[C@@H]1CC[C@@H](NC(=O)C2CCC2)[C@@H](CO)O1
-6.2 | Cc1ccc(C(=O)n2ccc3ccc(-c4ccc5ccn(Cc6ccccc6)c5c4)cc32)cc1
-1.0 | CCCCCN(CCCOC)C(=O)C(CCC(=O)O)NC(=O)c1ccc(Cl)c(Cl)c1 (centres undefined)
2.9 | COC[C@@H]1CCCN1c1cccc2c1S(=O)(=O)N1CC[C@H](C1)O2
5.9 | CCN(CC)C(=O)CC[C@@H]1CC[C@]2(CCCN(C(=O)c3cccnc3)C2)O1
-1.0 | COC(=O)[C@]12C[C@H](CC(=O)NCC3CCCCC3)C(=O)N(CCc3ccc(OC)c(OC)c3)C1=C[C@H](C(C)C)O[C@@H]2C1CC1
-1.4 | COC(=O)[C@]12C[C@H](CC(=O)N3CCCCC3)C(=O)N(CCc3ccc(OC)c(OC)c3)C1=C[C@H](C(C)C)O[C@@H]2C1CC1
-1.2 | Nc1nc2ncccc2cc1C(=O)c1c[nH]c2ccccc12
-1.0 | CCOC1=C2CN(S(=O)(=O)c3ccc(C)cc3)C(c3ccc(C)cc3)CC2N(S(=O)(=O)c2ccc(C)cc2)C(c2ccccc2)C1 (centres undefined)
5.9 | CCCCCC(=O)NC1CCCCN(Cc2ccccc2C)C1=O (centres undefined)
-4.5 | C[C@H](O)[C@@H]1CN2CCc3ccc(N4CCOCC4)cc3[C@@H]2C[C@@H]1N(C)C(=O)c1ccccc1F
2.1 | COc1ccc(-n2c(SCC(=O)Nc3ccc(C)c(Cl)c3)nc3ccccc3c2=O)cc1
0.9 | COc1ccc(OC)c(S(=O)(=O)N2CCCCC2C(=O)N2CCN(c3ccc(F)cc3)CC2)c1 (centres undefined)
5.0 | CCC(C)N(c1nc(C)nc2c1nnn2Cc1ccccc1)C(C)CC (centres undefined)
2.1 | CCCc1c(-c2cccc(Cl)c2)ncn1Cc1cccc(-c2ccccc2)c1
1.6 | O=C(Nc1ccccc1)OCCN1C(=O)CCC12CCC(c1ccc(Cl)cc1)CC2 (centres undefined)

An excerpt from above in order of length of the SMILES, falling.
PI4K2A inh | SMILES
-1.4 | COC(=O)[C@]12C[C@H](CC(=O)N3CCCCC3)C(=O)N(CCc3ccc(OC)c(OC)c3)C1=C[C@H](C(C)C)O[C@@H]2C1CC1
-1.0 | CCOC1=C2CN(S(=O)(=O)c3ccc(C)cc3)C(c3ccc(C)cc3)CC2N(S(=O)(=O)c2ccc(C)cc2)C(c2ccccc2)C1 (centres undefined)
5.9 | CCN(CC)C(=O)CC[C@@H]1CC[C@]2(CCCN(C(=O)c3cccnc3)C2)O1
5.0 | CCC(C)N(c1nc(C)nc2c1nnn2Cc1ccccc1)C(C)CC (centres undefined)

Further compounds:
PI4K2A inh | SMILES
-0.9 | Cc1cc(C)cc(N(CC(=O)NC2CCC(C)CC2)S(=O)(=O)c2ccc(Br)s2)c1 (centres undefined)
-1.8 | COc1ccc(CSc2nnc(SCC(=O)Nc3ccc4c(c3)OCO4)s2)cc1
? | O=c1c(-c2ccco2)nc2ccccc2n1C(c1ccccn1)c1nc2ccccc2[nH]1 (centres undefined)
4.2 | O=C(N[C@@H]1CC[C@@H](CCNS(=O)(=O)c2ccc(Cl)cc2)O[C@@H]1CO)c1cccnc1
-2.8 | O=C(C1CCCN(S(=O)(=O)c2ccc(F)cc2)C1)N1CCN(Cc2ccccc2)CC1 (centres undefined)
-2.6 | COc1ccc(NC(=O)C(c2ccccc2)n2c(=O)c(-c3ccco3)nc3ccccc32)cc1 (centres undefined)
-3.5 | CC1CCCN(CCCNS(=O)(=O)c2cc3c(cc2Br)CCN3C(=O)C2CC2)C1 (centres undefined)
-5.4 | CC(C)C(=O)N[C@H]1[C@H](O)CCC[C@@]12C(=O)N(Cc1ccccc1)c1ccccc12
2.3 | COc1cc(O)c(C(CC(=O)N2CCCC(C)C2)c2ccccc2)c(OC)c1 (centres undefined)
-5.5 | COc1ccc(-n2c(COc3ccccc3)nnc2SCC(=O)Nc2ccccc2-c2ccccc2)cc1
-1.0 | CC(C)NC(=O)C1CCN(c2cncnc2)CC1
-3.4 | CCCc1c(-c2ccc(Cl)cc2)ncn1Cc1cccc(-c2ccccc2)c1
-0.9 | COc1nc(OC)nc(N2CCC(C(=O)N(C)Cc3ccco3)CC2)n1
-3.6 | CN1CCN(N)CC1
-2.2 | CN(C)CC(=O)N[C@@H]1CC[C@@H](CC(=O)NCCN2CCCCC2)O[C@@H]1CO
4.1 | N#Cc1cccc(NC(=O)O[C@@H]2CC[C@@]34CCCN3C(=O)CCC[C@H]4C2)c1
3.8 | COc1ccccc1C(=O)NC1CCCCN(Cc2ccc(C)cc2)C1=O (centres undefined)
3.5 | Cn1c(=O)cc(OCCCC(=O)Nc2cc(-c3cn[nH]c3)ccn2)c2ccccc21
-9.7 | Nc1[nH]c2cc(Cl)ccc2c1C(=O)N1CCOCC1
-1.9 | CCOC(=O)CC[C@@]1(C(=O)OCC)C[C@@H](CC(=O)NCCc2ccccc2OC)C(=O)N2CCCC=C21

Grouped by structure, the compounds so far containing a thiophene ring, fused or not.
PI4K2A inh | SMILES
-1.4 | COc1ccc(CC2CCN(c3ncnc4sccc34)CC2)cc1
-0.9 | Cc1cc(C)cc(N(CC(=O)NC2CCC(C)CC2)S(=O)(=O)c2ccc(Br)s2)c1 (centres undefined)

The results go on:
PI4K2A inh | SMILES
5.0 | CCOC(=O)[C@]12CCCC=C1N(CCC1=CCCCC1)C(=O)[C@H](CC(=O)N1CCCC1)C2
0.4 | O=C(Nc1ccc(F)cc1)C(c1ccccc1)N1CCN(c2ccncc2)CC1 (centres undefined)
1.6 | C=CCN1[C@@H](C)COc2cccc(F)c2S1(=O)=O
3.2 | COC(=O)[C@]12C[C@H](CC(=O)N3CCCCC3)C(=O)N(Cc3ccco3)C1=C[C@H](C1CCCC1)O[C@@H]2C
-16.8 | O=C(NCc1ccccc1)C(c1cc2ccccc2o1)n1c(=O)c(-c2ccco2)nc2ccccc21 (centres undefined)
-3.9 | Cc1ccccc1CS(=O)(=O)Cc1ccc(C(=O)Nc2ccc(F)cc2)o1
-6.2 | O=C(Nc1cccc(Cl)c1)OCCN1CCCC12CCC(c1ccccc1)CC2 (centres undefined)
-3.4 | COc1ccc(N2CCN(C(=O)C(=O)c3cc(OC)c(OC)c(OC)c3)CC2)cc1
-3.0 | COC(=O)c1cccc(Cn2ccc3ccc(-c4ccc5ccn(C(=O)C6CCC6)c5c4)cc32)c1
3.0 | CC(=O)N1CCc2cc(S(=O)(=O)NCCC(=O)N(C)C3CCCCC3)ccc21
3.5 | Cc1cc(C)nc(NC(=S)N2CCN(c3ncc(C(F)(F)F)cc3Cl)CC2)c1
1.8 | Cc1ccc(C(=O)N2CCC(Oc3cccnc3)CC2)c(C)c1
-2.3 | O=[N+]([O-])c1ccc(/C=N\O)o1
-5.1 | CCOC(=O)[C@@]12CCCC=C1N(CCc1ccc(Cl)cc1)C(=O)[C@H]2CC(=O)NCC1CCCCC1
-1.5 | COCC(=O)N[C@@H]1C[C@@H]2O[C@H](CO)CC[C@@H]2O[C@@H]1CCc1ccc(-c2ccccc2)cc1
7.1 | Cc1ccnc(SCc2cc(=O)c(OC(=O)c3ccc([N+](=O)[O-])cc3)co2)n1
2.3 | S=C(Nc1ccccc1Br)OCCN1CCCC12CCC(c1ccccc1)CC2 (centres undefined)
-2.0 | O=C(NCCc1c[nH]c2ccccc12)OCc1cn(Cc2ccccc2F)nn1
2.4 | CCCCOCCCNC(=O)C[C@H]1C[C@@]2(C(=O)OC)C(=C[C@H](COCc3ccccc3)O[C@@H]2C)N(Cc2ccco2)C1=O
-0.4 | O=C1CCC[C@H]2C[C@H](NCc3cccs3)CC[C@]23CCCN13

No new results follow: an excerpt of the list.
PI4K2A inh | SMILES
7.1 | Cc1ccnc(SCc2cc(=O)c(OC(=O)c3ccc([N+](=O)[O-])cc3)co2)n1
2.3 | S=C(Nc1ccccc1Br)OCCN1CCCC12CCC(c1ccccc1)CC2 (centres undefined)
-2.0 | O=C(NCCc1c[nH]c2ccccc12)OCc1cn(Cc2ccccc2F)nn1
2.4 | CCCCOCCCNC(=O)C[C@H]1C[C@@]2(C(=O)OC)C(=C[C@H](COCc3ccccc3)O[C@@H]2C)N(Cc2ccco2)C1=O
-0.4 | O=C1CCC[C@H]2C[C@H](NCc3cccs3)CC[C@]23CCCN13

New compounds follow
PI4K2A inh | SMILES
-0.2 | CCC(C)[C@H](NC(=O)[C@H](Cc1ccccc1)NC(=O)OC(C)(C)C)C(=O)NCc1ccccc1Br (some centres undefined)
-0.7 | COc1ccccc1CNC(=O)N(CCc1c(C)[nH]c2ccccc12)Cc1cccs1
-6.2 | Cc1ccc(S(=O)(=O)C[C@@H]2OC[C@H](C)N2S(=O)(=O)c2ccc(C)cc2)cc1
-2.3 | CCOc1cc(CCNC(=O)c2cc3sccc3n2CC)ccc1OC
-3.1 | COC(=O)C1=CN(c2ccc(OC)cc2OC)C(N)=C(C#N)C1c1ccc(OC)cc1 (centres undefined)
